WRN helicase inh – blocks human WRN helicase. Potency, µM (doses to about 114 µM), for the others: at the highest dose activity change, negative = inhibition, actives largely listed as inhibitors. actives 0.46% (n = 360,000). WRN helicase unwinding, fluorescent forked duplex, kinetic. AID 651768. Q14191; also: potency is read from the fitted curve at half-maximal effect; % is scaled to controls: 0 for no effect and ±100 for the full control effect; nearly all actives have a fitted effect of over 55% in size
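WRN at 20 nM final preincubated with compound 15 min at room temperature; reaction started with 100 nM fluorophore/quencher forked duplex oligonucleotide and 2 mM ATP final. Unwinding followed kinetically by red fluorescence (ex 525, em 598 nm).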
IL-2 act – activators of IL-2. IL-2 activation reporter assay, cell-based qHTS; stimulated with anti-CD3/CD4/CD28 beads; in transgenic mouse T cells. activation, % (series mostly up to about 46 µM). actives 0.065% (n = 360,000); in the data active = activation above about 50%; inconclusive = mostly about 30% to 49%; also: 0% is about no effect
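EGFP and DsRed fluorescence is measured by plate cytometry in unstimulated transgenic mouse T cells exposed to compound for 60 minutes, then stimulated 18 hours at 37 degrees C with anti-CD3/anti-CD4 beads plus anti-CD28.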
EPAC1 antagonist – antagonists of human EPAC1 | EPAC1 GEF assay, Rap1b-BODIPY-GDP exchange fluorescence | Potency, µM (doses to about 115 µM), without a hit: top-dose activity change, negative = inhibition, most hits filed as inhibitors | actives 0.14% (n = 360,000) | AID 720709;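 also: potency is read from the fitted curve at half-maximal effect; plate controls were vehicle for no effect and positive control for full effect; nearly all actives have a fitted effect of over 50% in size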
PLK1 PBD inh – blocks phosphopeptide binding to human PLK1 polo-box domain; Potency, µM, without a hit: max response, negative = inhibition, actives largely listed as inhibitors; Plk1 PBD binding of FITC phosphopeptide, fluorescence polarization; AID 720504; actives 2.8% (n = 360,000); P53350; also: potency is read from the fitted curve at half-maximal effect; series mostly up to about 57 µM; % is scaled to controls: 0 for no effect and ±100 for the full control effect; nearly all actives have a fitted effect of over 65% in size
Target sequence (P53350 whole entry, looked up, the tested form may be a part): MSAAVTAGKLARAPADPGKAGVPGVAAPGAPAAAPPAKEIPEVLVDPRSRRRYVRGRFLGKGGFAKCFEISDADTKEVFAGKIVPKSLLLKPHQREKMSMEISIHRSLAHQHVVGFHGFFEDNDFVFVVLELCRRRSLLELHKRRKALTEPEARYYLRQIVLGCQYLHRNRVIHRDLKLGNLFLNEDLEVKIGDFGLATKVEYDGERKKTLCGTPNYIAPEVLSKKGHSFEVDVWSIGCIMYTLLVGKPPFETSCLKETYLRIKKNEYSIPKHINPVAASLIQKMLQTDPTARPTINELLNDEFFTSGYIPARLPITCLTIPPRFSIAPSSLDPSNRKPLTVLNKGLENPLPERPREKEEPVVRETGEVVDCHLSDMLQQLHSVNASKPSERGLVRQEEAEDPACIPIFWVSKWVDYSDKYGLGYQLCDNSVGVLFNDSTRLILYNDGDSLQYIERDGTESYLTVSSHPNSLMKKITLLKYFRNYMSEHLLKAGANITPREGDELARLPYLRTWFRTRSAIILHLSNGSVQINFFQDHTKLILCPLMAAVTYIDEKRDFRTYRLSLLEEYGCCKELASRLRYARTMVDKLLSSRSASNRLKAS
EPAC1 ag – EPAC1 (human) agonism. AID 720707. EPAC1 agonist qHTS, biochemical assay; response scale: 100% = response to 6.5 mM cAMP. Potency, µM (doses to about 154 µM), for the others: at the top dose activation, hits mostly activators. actives 0.073% (n = 360,000). O95398; also: potency is read from the fitted curve at half-maximal effect; nearly all actives have a fitted effect of over 60% in size
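EPAC1 100 nM, Rap1B–BODIPY-GDP 250 nM, unlabeled GDP 50 uM; compound titration; 5 min RT; kinetic read ex480/em540 at 5-min intervals ×30 min; data normalized to 6.5 mM cAMP agonist control.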
PI5P4Ka inh – PI5P4K alpha (human) kinase inhibition; P48426; PI5P4Kalpha enzyme, ADP-Glo luminescence, 60 min; stronger effect = lower value; max response, %; actives 1.2% (n = 330,000); active = max response of -50% or lower; inconclusive = between -30% and -50%; inactive = -30% or higher; also: value at the top dose of about 77 µM; % is scaled to controls: 0 for no effect and ±100 for the full control effect
Target sequence (P48426 whole entry, looked up): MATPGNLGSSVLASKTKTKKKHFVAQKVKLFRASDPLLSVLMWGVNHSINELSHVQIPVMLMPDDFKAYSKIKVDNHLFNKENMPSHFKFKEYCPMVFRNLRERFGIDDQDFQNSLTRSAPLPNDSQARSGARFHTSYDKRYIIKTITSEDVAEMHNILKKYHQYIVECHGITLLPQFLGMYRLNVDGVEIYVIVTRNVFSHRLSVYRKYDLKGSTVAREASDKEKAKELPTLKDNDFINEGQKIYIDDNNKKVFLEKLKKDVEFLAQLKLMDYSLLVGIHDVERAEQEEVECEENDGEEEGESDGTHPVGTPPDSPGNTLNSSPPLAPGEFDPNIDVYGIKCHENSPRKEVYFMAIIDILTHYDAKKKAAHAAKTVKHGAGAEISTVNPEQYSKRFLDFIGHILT
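qHTS, 1536-well: enzyme/substrate mix, compound by pin tool, 5 microM ATP final; RT 60 min; ADP-Glo reagents 1 (45 min) then 2 (30 min); luminescence.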
FUS yeast rescue – FUS proteinopathy suppression in yeast | AID 1347120 | Potency, µM (series often up to 76.6 µM), inactives show at the top dose growth rescue (activation), usual class: activators | actives 0.24% (n = 390,000) | S. cerevisiae FUS-expressing, growth rescue, OD600, 24 h;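 also: potency is read from the fitted curve at half-maximal effect; plate controls were DMSO vehicle for no effect and reference control for full effect; nearly all actives have a fitted effect of over 55% in size; some results filed as inactive show a strong effect at the top dose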
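Yeast expressing FUS under galactose induction, OD 0.005 in 2% galactose medium; compounds in a dilution series, 24 h at 30C. Growth rescue by absorbance at 600 nm; CP55940 positive control, DMSO negative.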
Abeta yeast res – restores growth of yeast expressing A-beta42 peptide; actives 0.063% (n = 410,000); AID 1347071; yeast expressing A-beta42, growth rescue, OD600, 48 h; response scale: 0% DMSO, 100% iron-clioquinol control; Potency, µM (titrated, usually from 46.1 µM), without a hit: top-dose growth rescue, actives largely listed as activators; also: potency is read from the fitted curve at half-maximal effect; nearly all actives have a fitted effect of over 55% in size
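Yeast growth medium received pinned compounds, then yeast cells expressing toxic A-beta were added; plates incubated at 30 C for 48 hr. Growth read as absorbance at 600 nm, normalized to DMSO and equimolar FeCl3 plus clioquinol controls.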
* = called active by the depositor; ? = inconclusive; . = not tested or not shown; [ ] = dose if it differs, or a comment. Unless noted, calls follow the shape of the dose curve; as a rule, active = well fitted curve in the direction sought with a large enough effect; inconclusive = small, poorly fitted or top-dose-only effect, or another doubt; inactive = no such curve, though single readings can be large; an effect the other way counts as inactive or inconclusive.

Below each SMILES: PLK1 PBD inh | FUS yeast rescue | IL-2 act | EPAC1 antagonist | PI5P4Ka inh | WRN helicase inh | EPAC1 ag | Abeta yeast res
- O=C(Cc1cccs1)Nc1cccc(-c2nnc(-c3ccco3)o2)c1
→ -14.0% | 10.5% | 0.2 | -26.8% | -1.0 | 1.8% | 4.8% | -4.7%
- Cc1ccc(NC(=O)c2cnc(SCC(=O)NCC3CCCO3)n(C)c2=O)cc1C (stereo unspecified)
→ -10.8% | -2.0% | 0.1 | -10.6% | -4.8 | -11.8% | -5.5% | 18.0%
- C=CCNC(=S)Nc1cccc([N+](=O)[O-])c1
→ -13.9% | -17.4% | 1.1 | -3.8% | -10.9 | -0.4% | 6.8% | -12.6%
- COc1ccc(NC(=O)C2CCCN(C(=O)Nc3ccc(F)cc3)C2)cc1 (stereo unspecified)
→ -4.8% | 8.8% | 0.1 | -24.2% | 0.4 | 13.9% | 2.1% | 10.5%
- Cn1c(N)c(C(=O)CSc2nnc3n2CCCCC3)c(=O)n(C)c1=O
→ -5.5% | 6.7% | 0.2 | -8.9% | 3.4 | -33.3% | 6.1% | 8.9%
- CCCCNc1ccc(S(=O)(=O)c2cccc([N+](=O)[O-])c2)cc1[N+](=O)[O-]
→ 3.9% | . | 0.0 | 4.1% | 3.6 | 0.8% | -2.5% | 7.7%
- CC1(C)CC(=O)c2cc(OCC(=O)N3CCCCCC3)ccc2O1
→ 0.0% | 27.5% | -2.4 | -0.1% | . | -7.8% | 9.3% | 12.6%
- Cc1c(/C=N\NC(=O)C2(C)CC2(Cl)Cl)cnn1C (stereo unspecified)
→ -12.1% | . | -3.8 | -9.8% | -2.2 | 0.5% | -3.7% | 0.0%
- Cc1ccccc1N1CCN(C(=O)CCN2C(=O)c3ccccc3C2=O)CC1
→ -9.1% | 10.6% | -1.9 | 6.0% | . | -7.7% | 9.0% | -4.0%
- C=CCn1c(=O)c(C(=O)NCc2ccc3c(c2)OCO3)c(O)c2ccccc21
→ -8.2% | 3.5% | -3.5 | -15.1% | -1.0 | 1.3% | 6.0% | -30.0%[inhibitor]
- CCOC(=O)C1=C(CC)Nc2ccccc2N=C1NC(=O)c1cccc(S(=O)(=O)N2CCOCC2)c1
→ -7.7% | 23.5% | 4.4 | -3.4% | 1.0 | 5.0% | 5.3% | 0.4%
- Cc1cc(NC(=O)CSc2nc3cc(C)c(C)cc3cc2C)no1
→ -6.9% | 17.7% | -0.6 | 16.7% | -0.5 | 7.1% | 4.8% | -9.0%
- Cc1nn(-c2ccc(F)cc2)c(N)c1C1(O)C(=O)Nc2ccccc21 (stereo unspecified)
→ -1.1% | -27.7% | 1.3 | -18.1% | -1.6 | -8.8% | 13.0% | 8.8%
- Cc1cccc(C(=O)Nc2scc(CC(C)C)c2C(=O)O)c1
→ -20.4% | 6.7% | 2.1 | 2.1% | ? | 4.0% | -8.2% | 4.9%
- O=C(Nc1ccccc1)N1CCC(c2ccccc2)C1 (stereo unspecified)
→ -3.7% | -0.4% | 1.6 | -3.5% | 6.5 | -5.9% | 6.9% | 2.9%
- COc1cc(OC)cc(-c2nnc(NC(=O)c3ccc4c(c3)OCCO4)o2)c1
→ -2.7% | -6.0% | -0.7 | ? | -2.5 | -6.7% | 13.9% | 3.7%
- O=C(NCCC1CC1(Cl)Cl)c1ccc([N+](=O)[O-])cc1 (stereo unspecified)
→ 2.4% | 15.1% | -3.8 | -12.7% | 0.3 | 1.7% | 3.8% | -7.6%
- CCC(C)NC(=O)[C@H](CSCc1ccccc1)N1Cc2ccccc2C1=O (stereo partly specified)
→ -10.6% | 19.2% | -0.4 | -26.3% | 2.9 | -5.3% | 1.2% | ?
- CC(OC(=O)Cc1n[nH]c(=O)c2ccccc12)C(=O)N(C)c1ccccc1 (stereo unspecified)
→ -4.5% | -17.5% | -1.4 | -1.5% | 0.3 | 6.3% | -4.3% | -3.3%
- O=S(=O)(c1ccc(F)c(F)c1F)N1CCN(C(=S)NC2CC3CCC2C3)CC1 (stereo unspecified)
→ 3.9% | -40.3% | 1.8 | -18.6% | -1.8 | 0.2% | -5.2% | -9.7%
- Cc1cc(Cl)ccc1C(=O)C1CCCN(C(=O)c2cscn2)C1 (stereo unspecified)
→ -9.3% | -15.5% | -2.4 | 18.4% | -6.9 | 0.2% | -6.7% | -0.4%
- O=C1c2ccccc2C(=O)N1Cc1nc(-c2ccccn2)no1
→ -15.2% | 19.9% | -2.3 | 10.7% | . | -4.6% | 3.0% | -2.2%
- CCCCNc1ccc(C(CC(N)=O)NC(=O)Cc2cccc3ccccc23)cc1[N+](=O)[O-] (stereo unspecified)
→ -2.9% | -4.4% | -0.2 | -2.9% | -9.7 | -2.5% | -24.4% | -11.9%
- CCN(Cc1nc2ccccc2c(=O)[nH]1)Cc1nc2ccsc2c(=O)[nH]1
→ -6.0% | 11.7% | -0.7 | 2.4% | 0.2 | -4.6% | 2.8% | 4.2%
- Nc1cc2c(cc1C(=O)c1ccccc1F)OCCO2
→ -8.0% | -5.9% | 0.0 | -6.8% | -1.5 | 2.1% | -4.6% | 14.4%
- CCOc1ccccc1NC(=O)N1CCN(S(C)(=O)=O)CC1
→ ? | 19.8% | 2.6 | -6.8% | -1.2 | -18.5% | -2.4% | -7.8%
- Cc1ccccc1C(=O)N1CCC(C(=O)N2CCN(Cc3ccc4c(c3)OCO4)CC2)CC1
→ 1.2% | 2.3% | -0.3 | -8.3% | -3.0 | -9.5% | 0.3% | 20.7%
- CCCCC(CCC(=O)NNC(=O)Cc1ccccc1)C(=O)O (stereo unspecified)
→ -13.5% | . | -0.5 | ? | 2.8 | -11.0% | 3.6% | 26.1%
- Cc1nc2ccc(NC(=O)Cc3cccs3)cc2s1
→ -4.9% | 20.8% | -1.2 | 3.2% | -15.5 | -1.6% | -0.7% | ?
- O=c1oc(-c2ccc(Cl)cc2[N+](=O)[O-])nc2ccccc12
→ ? | -5.6% | -0.3 | -0.2% | 1.7 | -11.0% | 0.9% | -13.2%

Some of these compounds in order of SMILES length, lowest first:
Below each SMILES: PLK1 PBD inh | FUS yeast rescue | IL-2 act | EPAC1 antagonist | PI5P4Ka inh | WRN helicase inh | EPAC1 ag | Abeta yeast res
- O=C(Nc1ccccc1)N1CCC(c2ccccc2)C1 (stereo unspecified)
→ -3.7% | -0.4% | 1.6 | -3.5% | 6.5 | -5.9% | 6.9% | 2.9%
- CCOc1ccccc1NC(=O)N1CCN(S(C)(=O)=O)CC1
→ ? | 19.8% | 2.6 | -6.8% | -1.2 | -18.5% | -2.4% | -7.8%
- Cc1cc(Cl)ccc1C(=O)C1CCCN(C(=O)c2cscn2)C1 (stereo unspecified)
→ -9.3% | -15.5% | -2.4 | 18.4% | -6.9 | 0.2% | -6.7% | -0.4%
- O=c1oc(-c2ccc(Cl)cc2[N+](=O)[O-])nc2ccccc12
→ ? | -5.6% | -0.3 | -0.2% | 1.7 | -11.0% | 0.9% | -13.2%
- C=CCn1c(=O)c(C(=O)NCc2ccc3c(c2)OCO3)c(O)c2ccccc21
→ -8.2% | 3.5% | -3.5 | -15.1% | -1.0 | 1.3% | 6.0% | -30.0%[inhibitor]
- Cc1ccccc1C(=O)N1CCC(C(=O)N2CCN(Cc3ccc4c(c3)OCO4)CC2)CC1
→ 1.2% | 2.3% | -0.3 | -8.3% | -3.0 | -9.5% | 0.3% | 20.7%
- CCCCNc1ccc(S(=O)(=O)c2cccc([N+](=O)[O-])c2)cc1[N+](=O)[O-]
→ 3.9% | . | 0.0 | 4.1% | 3.6 | 0.8% | -2.5% | 7.7%
- CCOC(=O)C1=C(CC)Nc2ccccc2N=C1NC(=O)c1cccc(S(=O)(=O)N2CCOCC2)c1
→ -7.7% | 23.5% | 4.4 | -3.4% | 1.0 | 5.0% | 5.3% | 0.4%

Next results:
Below each SMILES: PLK1 PBD inh | FUS yeast rescue | IL-2 act | EPAC1 antagonist | PI5P4Ka inh | WRN helicase inh | EPAC1 ag | Abeta yeast res
- CCC(C)(C)C1CCC2(CC1)NC(=O)N(CC(=O)Nc1nc(-c3ccc(C)cc3)cs1)C2=O (stereo unspecified)
→ -6.3% | 6.0% | -0.3 | -0.5% | -1.8 | 4.5% | 10.3% | 22.7%
- Brc1ccccc1CN1CCC(N2CCCCC2)CC1
→ -8.9% | 21.6% | -0.9 | -6.0% | . | -7.9% | 7.8% | 5.2%
- CC(C)[C@H](NC(=O)N1CCn2c1nc1ccccc12)C(=O)NCc1ccco1
→ 0.2% | 14.1% | -0.2 | -12.1% | -5.2 | -4.9% | -10.9% | 0.0%
- O=C(CNC(=O)c1ccc(S(=O)(=O)N2CCCCC2)cc1)N/N=C/c1ccco1
→ -18.8% | 6.0% | 1.6 | 7.2% | -7.2 | -21.2%[11.6 µM] | 5.1% | -1.5%
- CN(C)/C=C/C(=O)c1cc(N2CCOCC2)ccc1[N+](=O)[O-]
→ -1.5% | 17.8% | 0.2 | 1.1% | -4.9 | -2.2% | -2.3% | -10.0%
- O=C(NCc1ccc2c(c1)OCO2)c1cc(=O)[nH]c2ccccc12
→ -2.6% | 4.5% | 0.2 | 7.7% | 0.6 | -6.5% | -1.1% | -6.3%
- Cn1c(=O)c2cc(S(=O)(=O)NCCC(=O)NCc3ccccc3Cl)ccc2n(C)c1=O
→ -2.0% | -11.1% | -3.3 | 11.0% | . | -8.3% | 0.2% | 3.6%
- CNC(=O)c1c[nH]c2ccc(S(=O)(=O)Nc3ccccc3F)cc2c1=O
→ 0.7% | 12.4% | -1.6 | 3.8% | -9.9 | -6.5% | 1.1% | -7.4%
- COc1cc(C2/C(=C(\O)c3ccc4c(c3)OCCO4)C(=O)C(=O)N2c2nnc(C)s2)cc(OC)c1OC (stereo unspecified)
→ -0.9% | 25.5% | -1.4 | -13.6% | -1.2 | 4.8% | -18.2% | 14.7%
- CC(=O)Nc1ccc(S(=O)(=O)CC(=O)CS(=O)(=O)c2ccc(NC(C)=O)cc2)cc1
→ -19.1% | 22.0% | 0.8 | -13.8% | -6.2 | -6.6%[11.6 µM] | 4.9% | 3.6%
- COC1(NS(=O)(=O)c2ccc(Br)cc2)C(C)=CC(=O)C=C1C
→ 6.7µM* | -26.1% | 1.6 | 7.7% | 0.9 | 9.9% | -5.6% | 4.8%
- COn1c(C)c(C(C)=O)c2c3nonc3ccc21
→ -22.9% | -45.9%[inhibitor] | -1.2 | -7.6% | -2.6 | -36.2% | 6.2% | 6.1%[9.22 µM]
- O=C(O)C[C@H]1c2cc(F)ccc2S(=O)(=O)N1C1CCCCC1
→ -5.3% | -15.6% | 0.0 | -11.5% | -10.3 | -1.1% | -22.6% | -1.3%
